# TDP1 block – inhibitors of human tyrosyl-DNA phosphodiesterase TDP1; Q9NUW8; recombinant TDP1, AlphaScreen DNA substrate cleavage; Potency, µM (highest dose often 130 µM), inactives show top-dose activity change, negative = inhibition, actives largely listed as inhibitors; actives 0.28% (n = 350,000); AID 485290; further: nearly all actives have a fitted effect of over 40% in size
# Target sequence (Q9NUW8 whole entry, looked up): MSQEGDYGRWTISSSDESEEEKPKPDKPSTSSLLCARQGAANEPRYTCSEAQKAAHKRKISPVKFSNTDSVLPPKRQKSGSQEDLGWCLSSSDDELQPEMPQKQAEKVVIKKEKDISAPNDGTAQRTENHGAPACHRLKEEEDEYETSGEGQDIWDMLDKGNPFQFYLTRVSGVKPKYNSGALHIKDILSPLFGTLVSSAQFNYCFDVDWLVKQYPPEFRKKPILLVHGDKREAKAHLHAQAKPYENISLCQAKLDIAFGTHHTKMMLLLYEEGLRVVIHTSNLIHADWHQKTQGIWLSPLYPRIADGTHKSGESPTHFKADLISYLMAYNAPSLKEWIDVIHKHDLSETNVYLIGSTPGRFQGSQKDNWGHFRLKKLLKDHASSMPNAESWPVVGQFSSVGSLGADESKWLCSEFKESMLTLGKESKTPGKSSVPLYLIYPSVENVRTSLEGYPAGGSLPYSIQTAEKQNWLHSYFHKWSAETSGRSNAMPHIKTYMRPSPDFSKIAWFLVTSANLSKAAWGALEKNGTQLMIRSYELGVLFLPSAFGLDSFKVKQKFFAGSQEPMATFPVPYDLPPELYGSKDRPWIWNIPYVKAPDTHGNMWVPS
#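 Recombinant human Tdp1 (E. coli-expressed, 1 nM final) preincubated with compounds 15 min at room temperature, then 5'-biotin/3'-phosphotyrosine-FITC DNA substrate (15 nM final) added for 5 min. AlphaScreen beads (10 ug/ml final) added 10 min; cleavage lowers signal.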
# N370S GC – inhibitors or activators of N370S glucocerebrosidase for Gaucher disease; actives 0.092% (n = 330,000); Potency, µM (titrated, usually from 59.4 µM), without a hit: at the highest dose activity change, negative = inhibition, most hits filed as inhibitors; P04062; AID 2101; N370S GC spleen homogenate, 4MU-glucoside fluorescence;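 further: 0% = full enzyme activity and -100% = no enzyme basal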
# FEN1 inh – human FEN1 inhibition. P39748. Recombinant FEN1 flap cleavage, fluorescence, 15 min. Potency, µM (top dose mostly 114 µM), without a hit: at the top dose activity change, negative = inhibition, most hits filed as inhibitors. actives 0.35% (n = 390,000). AID 588795; further: nearly all actives have a fitted effect of over 65% in size
# Target sequence (P39748 whole entry, looked up): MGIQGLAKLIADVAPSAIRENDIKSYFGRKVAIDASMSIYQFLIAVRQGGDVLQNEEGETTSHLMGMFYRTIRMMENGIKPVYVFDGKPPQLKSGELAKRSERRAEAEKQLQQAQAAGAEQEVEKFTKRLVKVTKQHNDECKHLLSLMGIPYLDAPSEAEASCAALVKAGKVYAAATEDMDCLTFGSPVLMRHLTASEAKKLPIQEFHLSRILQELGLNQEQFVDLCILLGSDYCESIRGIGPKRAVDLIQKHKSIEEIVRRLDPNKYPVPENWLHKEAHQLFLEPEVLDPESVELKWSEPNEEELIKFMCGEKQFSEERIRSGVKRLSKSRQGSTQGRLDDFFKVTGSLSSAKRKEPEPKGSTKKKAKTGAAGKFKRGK
#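 FEN1 at 10 nM preincubated with compounds 15 min at room temperature, then flap DNA substrate added at 50 nM final. Signal read at 0 and 15 min; concentration-response fitted with four-parameter Hill equation.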
# * hit, by the source's call; ? = inconclusive; / = no result given; & = joins results of further samples; [ ] = dose if it differs, or a comment. The call rests on the fitted dose curve; in most records, active means well fitted curve in the direction sought with a large enough effect; inconclusive means small, poorly fitted or top-dose-only effect, or another doubt; inactive means no such curve, though single readings can be large; an effect the other way counts as inactive or inconclusive. Unless noted, on the % scale 0 is the no-effect control and ±100 the full control effect; potency means the concentration at half of the fitted maximal effect.
# Each structure is followed by: TDP1 block | N370S GC | FEN1 inh
CCC(C(=O)N1CCN(S(=O)(=O)c2ccc(F)cc2)CC1)c1ccccc1 (stereo not given)
→ 0% | / | 13%
COC(=O)C1=C(Nc2cc(Cl)cc(Cl)c2)CSC1
→ / | 0% | 4%
CCOc1ccc2oc(-c3ccccc3)c(C(=O)N3CCN(C)CC3)c2c1
→ 1% | -4% | -15%
CCCn1c(=N)c(C(=O)NCc2ccc3c(c2)OCO3)cc2c(=O)n3cccc(C)c3nc21
→ 4% | 2% | -21%
COc1ccc(OCC(=O)OC(C)CN2CCOCC2)cc1 (stereo not given)
→ 0% | -2% | 6%
COc1ccc(CN2C(=O)c3cccc4cccc(c34)C2=O)cc1
→ 2% | 0% | 3%
O=C(CCl)N1c2ccccc2CCc2ccccc21
→ 3% | -14% | /
COc1ccc(NC(=O)CCCn2nc(C)c3c(C)n(-c4ccccc4)nc3c2=O)cc1OC
→ 0% | -4% | -4%
CN1CCN(c2ncnc3c2cnn3-c2cccc(Cl)c2)CC1
→ 0% | / | 11%
CCC(=O)c1ccc(OCC(=O)Nc2ccccc2C(=O)N2CCCCC2)cc1
→ -11%[0.505 µM] | 0% | 7%
COc1ccc(S(=O)(=O)Nc2ccccc2-c2nc3ccccc3[nH]c2=O)cc1
→ 3% | ? | 2%
Cc1noc(C)c1C(=O)NCCC1=CCCCC1
→ 12% | 0% | -2%
Cc1[nH]n(-c2ccccc2)c(=O)c1C(c1cccc([N+](=O)[O-])c1)c1c(C)[nH]n(-c2ccccc2)c1=O
→ 11% | -9% | ?
Cc1cc([N+](=O)[O-])nn1CCCC(=O)NC(C)c1ccccc1 (stereo not given)
→ -2% | 1% | 2%
NC(=O)c1ccc(NC(=O)COC(=O)/C=C/c2cn(-c3ccccc3)nc2-c2cccnc2)cc1
→ 4% | -3% | 2%
O=C(NC1CCCC1)C(c1ccncc1)N(C(=O)c1csnn1)c1ccc(F)cc1 (stereo not given)
→ 1%[0.0935 µM] | -8% | -10%
O=[N+]([O-])c1cccc(NC(=S)N2CCN(S(=O)(=O)c3ccccc3)CC2)c1
→ 5% | -3% | -14%
COC(=O)c1cc(S(=O)(=O)NCC2CCN(Cc3ccccc3F)CC2)c[nH]1
→ 0%&-3% | 3% | -3%&4%
Cn1cc(/C=C2\SC(=S)N(NC(=O)c3cccc(Cl)c3)C2=O)c2ccccc21
→ / | 1% | 8%
CN1CCN(c2oc(Cc3cccc4ccccc34)nc2C#N)CC1
→ 7% | -23% | 3%
FC(F)(F)c1cccc(CN2CCC(c3cc(-c4cccs4)n[nH]3)CC2)c1
→ 8% | -6% | -22%
C#CCNC(=O)C1=C[C@@H](C2CCCCC2)C[C@@H](OCc2ccc(CO)cc2)O1
→ -1% | 26% | 3%
O=C(N/C(=C/C=C/c1ccccc1)C(=O)N1CCOCC1)c1ccccc1Cl
→ 4% | -8% | 15%
COc1ccc(/C=C/C(=O)c2ccc([N+](=O)[O-])o2)cc1
→ / | -1% | -3%
Oc1ccc(N=Nc2ccc3c(c2)OCO3)c2ccccc12
→ 6% | -15% | /
CC1(C)CC(=O)c2cc(OCC(=O)NCCN3CCCc4ccccc43)ccc2O1
→ 0% | -4% | 3%
COc1ccc(-c2cc(C(=O)Nc3cc(S(=O)(=O)N4CCOCC4)ccc3N3CCOCC3)c3ccccc3n2)cc1
→ 0% | -5% | 0%
CC(=O)N(c1ccc2oc(=O)sc2c1)S(=O)(=O)c1ccc(C(=O)O)cc1
→ 6% | -4% | -20%
O=C(O)c1nn(CCOc2ccccc2F)c(=O)c2ccccc12
→ -2% | 0% | -8%
Cn1c(/N=C/c2cc(Cl)ccc2O)nc2ccccc21
→ -6% | -6% | 3%
CSc1nc(NNC=O)cc(Oc2ccc(NC(C)=O)cc2)n1
→ / | -6% | 23%
O=C(CSc1ccc(-c2ccco2)nn1)N1CCCCCC1
→ 0% | -6% | 6%
O=C1[C@H]2[C@@H](c3ccc(F)cc3)N3C(=O)N(c4cccc(Cl)c4)C(=O)[C@@]3(Cc3ccccc3)[C@H]2C(=O)N1C1CCCCC1
→ 0% | -5% | -2%
CCOc1ccc(N(CC(=O)O)S(=O)(=O)c2ccc(F)cc2)cc1
→ -10% | 8% | 10%
O=C(OCCN1CCCCC1)c1c[nH]c2ccccc12
→ 9%[56.1 µM] | -11%&3%&-1%&-6%&-8% | -2%
CCN1C(=O)C(=O)N(CC(=O)Nc2ccccc2Oc2ccccc2)C1=O
→ -2% | 0% | 2%
O=c1[nH]c(COc2ccc(Cl)cc2Cl)nc2ccccc12
→ 1% | -18% | -13%
COc1cc(C2C(C#N)=C(N)Oc3n[nH]c(-c4cccs4)c32)cc(OC)c1O (stereo not given)
→ / | -2% | -14%
Cc1cccc(N2CCN(C(=O)c3ccc4c(Cl)c5c(nc4c3)CCCC5)CC2)c1C
→ 2% | / | -7%
COc1cc(Br)c(CC2c3cc(OC)c(OC)cc3CCN2C)cc1OC (stereo not given)
→ 7% | -8% | -2%

# Part of the list above, reformatted.
CC1(C)CC(=O)c2cc(OCC(=O)NCCN3CCCc4ccccc43)ccc2O1
  TDP1 block: 0%
  N370S GC: -4%
  FEN1 inh: 3%
FC(F)(F)c1cccc(CN2CCC(c3cc(-c4cccs4)n[nH]3)CC2)c1
  TDP1 block: 8%
  N370S GC: -6%
  FEN1 inh: -22%
O=C(O)c1nn(CCOc2ccccc2F)c(=O)c2ccccc12
  TDP1 block: -2%
  N370S GC: 0%
  FEN1 inh: -8%
CCOc1ccc(N(CC(=O)O)S(=O)(=O)c2ccc(F)cc2)cc1
  TDP1 block: -10%
  N370S GC: 8%
  FEN1 inh: 10%

# Remaining list, next part.
# Each structure is followed by: TDP1 block | N370S GC | FEN1 inh
O=C(Nc1ccccc1)NC1CCCc2ccccc21 (stereo not given)
→ -4% | 0% | -4%
O=C(O)c1ccc2c(c1)C(=O)N([C@H](Cc1ccc(Cl)cc1)C(=O)O)C2=O
→ 10% | -4% | /
Cc1ccccc1Nc1nc(Nc2ccccc2C)nc(SC2=NCCS2)n1
→ 12% | -3% | -12%
Cc1ccc(C)n1-c1sc2c(c1C#N)CCCC2
→ 5% | 7% | -12%
CCN(CC)CCSc1nc(O)c(-c2ccccc2)c(=O)[nH]1
→ 1% | 4% | -3%
Cc1cccc(N(C)S(=O)(=O)c2ccc3c(c2)CCC(=O)N3)c1
→ -5% | -11% | 13%
Cc1ccc(S(=O)(=O)NCC(=O)OC(C)C(=O)Nc2ncc(Cl)cc2Cl)cc1 (stereo not given)
→ 3% | 2% | -1%
O=C(COc1cccc(F)c1)Nc1nc(-c2cccnc2)cs1
→ 1% | / | 11%
Cc1cccc(C)c1NC(=O)CSc1nnc(C)n1CC1CCCO1 (stereo not given)
→ 6% | 0% | -2%
COc1ccccc1C(=O)Nc1ccc(OCc2nnc3c4ccccc4c(C)nn23)cc1
→ 5% | 9% | 3%
COC(=O)CN1C(=O)S/C(=C/c2ccc(N3CCCCC3)o2)C1=O
→ 6% | 2% | -11%
Cn1c(C(=O)Nc2cccc(Cl)c2)cc2c(=O)n(C)c3ccccc3c21
→ -1% | / | 0%
COc1cccc(C(=O)Nc2sc(C(C)C)cc2C(N)=O)c1OC
→ / | 16% | -2%
COC(=O)[C@@]1(Cc2ccc(OC)cc2)[C@H]2c3cc(C(=O)N4CCCC4)n(CCSCCO)c3C[C@H]2CN1C(=O)c1ccccc1
→ 4%&16% | 15%&5% | -4%
Cc1c(C(=O)NNC(=O)c2ccncc2)oc2ccc(Br)cc12
→ / | -17% | -1%
COc1cnc(SCCC(F)=C(F)F)[nH]c1=O
→ -5% | -2% | 9%
C=CCn1c(SCC(=O)Nc2sccc2C#N)nc2sc(C)c(C)c2c1=O
→ 1% | ? | -9%
CN(C)S(=O)(=O)c1ccc(N2CCOCC2)nc1
→ -3% | 2% | 0%
COc1ccc(-c2nc3cc(C)ccn3c2NC(=O)c2cccc(F)c2)cc1
→ 3% | / | -17%
COC(=O)[C@@H]1C[C@@]2(O)[C@H](O)[C@H](O)[C@H](O)C[C@H]2N1CC1CCCCC1
→ -4% | -2% | /

# The closing three entries of the part before lead into the next.
# Each structure is followed by: TDP1 block | N370S GC | FEN1 inh
CN(C)S(=O)(=O)c1ccc(N2CCOCC2)nc1
→ -3% | 2% | 0%
COc1ccc(-c2nc3cc(C)ccn3c2NC(=O)c2cccc(F)c2)cc1
→ 3% | / | -17%
COC(=O)[C@@H]1C[C@@]2(O)[C@H](O)[C@H](O)[C@H](O)C[C@H]2N1CC1CCCCC1
→ -4% | -2% | /
Cn1cc([N+](=O)[O-])c(C(=O)N/N=C/c2ccc3c(c2)OCO3)n1
→ 5% | 3% | 6%
O=C(NCC1CCCCC1)c1ccc(=O)[nH]c1
→ / | -7% | -19%
C=C(C)Cn1c(C)cc(C)c(S(=O)(=O)c2ccccc2C)c1=O
→ -4% | 8% | -5%
Cc1ccc(C)c(NC(=O)c2cnccn2)c1
→ / | -4% | -4%
CCOc1cc(C(=O)Nc2cccnc2)cc(OCC)c1OCC
→ / | -5% | -5%
O=C(CSc1ccc2c(c1)OCCO2)Nc1cccnc1
→ -3% | 5% | 2%
O=C(CN1CCN(S(=O)(=O)c2ccc(F)cc2)CC1)Nc1ccc2c(c1)OCCO2
→ 0% | -4% | -7%
O=C(NCCNc1ccc([N+](=O)[O-])cc1)c1cccc2c(Br)cccc12
→ -3% | -8% | 4%
CC(=O)C1C(=O)CC(c2ccc(Cl)cc2)CC1=O (stereo not given)
→ 1% | 0% | -11%
COC(=O)c1cc2sc(Cl)cc2n1Cc1nc(-c2ccccc2C)oc1C
→ -2% | / | -8%
CC1(C)CC(=O)C(C=NCCN2CCOCC2)=C(O)C1
→ -4% | 18% | 3%
COc1ccccc1/C=N/NC(=O)c1ccccc1NS(=O)(=O)c1ccc(C)cc1
→ 0% | 2% | -4%
O=C(Cc1ccc(N2CCNC2=O)cc1)N1CCCC(Nc2cccc(F)c2)C1 (stereo not given)
→ 4% | -5% | -8%
Nc1cc(=O)[nH]c(SCC(=O)Nc2cccc(S(=O)(=O)N3CCCCCC3)c2)n1
→ -1% | / | 0%
CCOc1ccc(N(CC)C(=O)Cn2cnc3sc(C)c(S(=O)(=O)N4CCN(c5ncccn5)CC4)c3c2=O)cc1
→ -2% | / | -4%
COc1cc(NC(=O)c2ccc(Br)cc2)c(OC)cc1NC(=O)c1ccccc1
→ / | 6% | -3%
O=C(NCc1cccnc1)c1ccc(Cn2cc(C(F)(F)F)ccc2=O)cc1
→ 6% | 5% | 13%
CCN1CCCC1CNc1ncnc2c1[nH]c1ccc(Cl)cc12 (stereo not given)
→ 4% | -8% | ?
CC/C(=N\NC(=O)c1nnn(-c2nonc2N)c1CN(C)c1ccccc1)c1ccccc1
→ / | -7% | 21%
Cc1onc(-c2c(Cl)cccc2Cl)c1C(=O)N1CCN(c2ccccc2F)CC1
→ 1% | -1% | -1%

# Compound profiles, from the list above. Order of screens: TDP1 block, N370S GC, FEN1 inh
# Listed for COC(=O)c1cc2sc(Cl)cc2n1Cc1nc(-c2ccccc2C)oc1C → -2%, /, -8%
# Listed for CC/C(=N\NC(=O)c1nnn(-c2nonc2N)c1CN(C)c1ccccc1)c1ccccc1 → /, -7%, 21%
# Listed for O=C(Cc1ccc(N2CCNC2=O)cc1)N1CCCC(Nc2cccc(F)c2)C1 (stereo not given) → 4%, -5%, -8%

# Continuation.
# Each structure is followed by: TDP1 block | N370S GC | FEN1 inh
CCCCCCN1C=CC(=C2C(=O)c3ccccc3C2=O)C=C1
→ 4% | 17% | -7%
CC(=O)Oc1ccc(C(=O)Nc2ccccc2C(=O)Nc2ccc(C(=O)O)cc2)cc1
→ / | -1% | -5%
CCN(C(=O)c1noc2c1COc1ccc(C)cc1-2)c1cccc(C)c1
→ -8% | / | -7%
CCOC(=O)CNC(=O)COc1ccc(Cl)cc1Br
→ -1% | / | -13%
CCOC(=O)Cc1csc(SCC(=O)Nc2sc3c(c2C(N)=O)CCC3)n1
→ ? | 6% | 56µM*
CN(C(=O)c1cccc(C(F)(F)F)c1)C1CCCc2ccccc21 (stereo not given)
→ -9% | -5% | -22%
S=C(Nc1ccccc1Cl)NC1CCN(Cc2ccccc2)CC1
→ -5% | -3% | -1%
Clc1ccccc1CSc1nc2ccncc2[nH]1
→ 6% | -11% | -16%
Cn1cnc2c1c(=O)n(Cc1ccccc1C#N)c(=O)n2C
→ / | -2% | 0%
Cc1nc2sccn2c(=O)c1S(=O)(=O)NCCc1ccc(Cl)cc1
→ 2% | -6% | 0%
Cc1ccc(OCc2ccc(-c3nc(C#N)c(NCc4ccccc4Cl)o3)o2)cc1
→ 5% | / | -2%
COc1ccc(-c2cc(-c3c(O)c(OC)c4occc4c3OC)[nH]n2)cc1
→ 6% | -2% | -22%
O=C(N/N=C/c1ccc(O)cc1O)c1ccc(NC(=O)C2CCCCC2)cc1
→ -2% | ? | 5%
COc1ccccc1N1CCN(C(=O)C(=O)N/N=C/c2ccccc2F)CC1
→ 6% | -4% | -3%
